# Source: PubChem BioAssay
# F508del corr = CFTR F508del correction in bronchial cells; CFBE cells, YFP halide quenching; stimulated with forskolin plus potentiator P3; % fluorescence drop versus neutral controls; activity (quench increase), % at 7.58 µM; 0.36% of 350,000 active; AID 720511;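 active = mean added fluorescence quench of at least 8% versus neutral control, with both replicates also reaching 8%; inconclusive = only one of the mean or replicate conditions met; inactive = mean below 8% and not both replicates reaching 8%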;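 note: cells transiently co-express mutant CFTR-F508del with the halide-sensitive YFP; corrector assay measuring rescue of mutant channel to the surface after 24 h compound exposure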
# SIRT5 inh = blocks human SIRT5 desuccinylation of peptide | Q9NXA8 | Purified SirT5, succinyl-peptide AMC, trypsin-coupled fluorescence | inhibition, % at 15 µM | 1.1% of 330,000 active | AID 652115; in the data active = inhibition above about 15%; inconclusive = no clear call, values can overlap the other calls
# Target sequence (Q9NXA8 whole entry, looked up): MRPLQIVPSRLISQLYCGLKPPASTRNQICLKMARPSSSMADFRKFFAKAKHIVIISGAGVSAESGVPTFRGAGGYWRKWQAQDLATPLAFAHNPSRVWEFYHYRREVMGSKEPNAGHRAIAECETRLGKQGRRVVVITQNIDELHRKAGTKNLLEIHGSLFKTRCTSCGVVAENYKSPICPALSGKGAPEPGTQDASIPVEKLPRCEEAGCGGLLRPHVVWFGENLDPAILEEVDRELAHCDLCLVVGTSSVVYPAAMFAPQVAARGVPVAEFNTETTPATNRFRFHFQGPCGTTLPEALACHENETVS
# DENV2 CPE = protects cells from dengue virus 2 cytopathic effect; DENV2-infected cells, cytopathic effect rescue, plate reader; CPE inhibition, % at 9.99 µM; 1.7% of 350,000 active; AID 651640; in the data active = CPE inhibition above about 20%, passing the limit was not always enough; inconclusive = no clear call, values can overlap the other calls; tested in BHK-21 cells;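 note: 0% = median of neutral control wells and 100% = median of positive control wells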
# CASP6 VEID inh = inhibitors of human caspase-6 | 0.53% of 350,000 active | P55212 | inhibition, % at 12.5 µM | purified caspase-6, Z-VEID-R110 cleavage fluorescence;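 active = mean inhibition across replicates at least about 35%, with every replicate also reaching that limit, limit read from the data; inconclusive = only one of the two criteria met; inactive = neither criterion met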;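 note: 0% = median of neutral control wells and 100% = no fluorescence left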
# Target sequence (P55212 24-179 limits assumed): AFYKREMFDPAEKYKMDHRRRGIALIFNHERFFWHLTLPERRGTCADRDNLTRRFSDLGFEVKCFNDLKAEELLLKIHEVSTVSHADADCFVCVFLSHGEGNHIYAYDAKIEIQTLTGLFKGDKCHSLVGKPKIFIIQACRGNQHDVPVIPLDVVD
# Target sequence (P55212 194-293 limits assumed): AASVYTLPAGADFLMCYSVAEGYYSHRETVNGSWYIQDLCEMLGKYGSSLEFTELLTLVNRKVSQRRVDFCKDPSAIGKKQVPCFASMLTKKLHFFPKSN
# ERAP1 inh = blocks human ERAP1 aminopeptidase activity; recombinant ERAP1, Leu-AMC fluorescence, 60 min; inhibition, % at 10.7 µM; 0.15% of 340,000 active;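 active = mean replicate inhibition of at least 30%, or all replicates individually reaching that 30% level; inactive = mean below 30% and not every replicate reaching it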;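 note: 0% = neutral control wells and 100% = L-leucinethiol positive control wells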
# ERp5 block = ERp5 (human) disulfide isomerase inhibition. ERp5 insulin aggregation, absorbance 650 nm, 90 min. Q15084. 0.05% of 350,000 active. inhibition, % at 9.99 µM;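 active = mean replicate inhibition above about 25%, with every replicate also reaching it, limit read from the data, passing the limit was not always enough; inconclusive = only one of those two criteria met; inactive = neither criterion met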
# Target sequence (Q15084 whole entry, looked up): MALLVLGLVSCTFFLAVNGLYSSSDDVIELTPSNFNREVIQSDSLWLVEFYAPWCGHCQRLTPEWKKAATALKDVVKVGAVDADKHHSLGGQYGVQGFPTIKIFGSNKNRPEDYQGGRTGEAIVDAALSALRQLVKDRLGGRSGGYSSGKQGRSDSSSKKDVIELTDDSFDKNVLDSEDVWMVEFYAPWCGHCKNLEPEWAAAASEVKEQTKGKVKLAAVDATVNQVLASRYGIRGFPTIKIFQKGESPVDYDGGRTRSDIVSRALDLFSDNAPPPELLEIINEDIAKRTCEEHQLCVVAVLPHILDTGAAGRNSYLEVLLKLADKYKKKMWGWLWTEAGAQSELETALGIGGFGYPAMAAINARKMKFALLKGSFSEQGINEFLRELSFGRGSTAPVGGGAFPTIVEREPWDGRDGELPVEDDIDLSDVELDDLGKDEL
# miR-122 sensor = inhibitors of miR-122 in Huh7 cells. 0.3% of 340,000 active. Huh7 miR-122 Renilla luciferase sensor, 48 h; neutral wells = 0, positive control = 100. activation (reporter increase), % at 12.5 µM;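 active = mean replicate activation score at least 90 and every replicate individually at or above 90; inconclusive = only one of the two criteria met; inactive = neither criterion met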;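 note: higher luciferase means less miR-122 activity so hits act as miR-122 inhibitors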
# The depositor's hits bear a star; ? = inconclusive; · = no result given; & = joins results of further samples; [ ] = remark or other dose.
# Each structure is followed by: F508del corr, SIRT5 inh, DENV2 CPE, CASP6 VEID inh, ERAP1 inh, ERp5 block, miR-122 sensor
- Cc1cc(C(=O)NC2CCCc3c2cnn3-c2cccc(C)c2C)c(C)o1 (configuration not stated)
  -2.8, -2, 6, 4, -2, 1, -8
- COc1ccc(NC(=O)N[C@H]2C=C[C@@H](CC(=O)NC3CCC3)O[C@H]2CO)cc1
  -0.5, 11, 6, -2, -2, -3, ·
- O=C(OC1CCOC1=O)c1cc(-c2cccs2)nc2ccccc12 (configuration not stated)
  1.8, -21, ·, 0, -2, -1, -4
- CCO[C@H]1OC(C(=O)Nc2ccccc2)=C[C@@H](C)[C@@H]1CCCO
  1.5, -9, -12, 3, -2, -5, -3
- CN1C(=O)c2cc(NC(=O)c3cnccn3)ccc2OC[C@H]2O[C@@H](CC(=O)NCC3CCCCC3)CC[C@H]21
  ·, 1, 10, 2, 3, 4, ·
- Nc1ccc2c(c1)-c1ccc(F)cc1C2=O
  -3.1, -5, -1, 0, 3, 3, ·
- COc1ccc(N(CC(=O)N2CCCC(C)C2)S(=O)(=O)c2c(C)nn(C)c2C)cc1 (configuration not stated)
  2.5, -4, -10, -2, 9, 0, 3
- COc1ccc(OC)c(NC(=O)C(=O)N/N=C(\C)CC(=O)Nc2ccc(Cl)cn2)c1
  -0.3, -8, -3, 5, 4, 3, 8
- COC(=O)[C@]1(C)N[C@H](CN(C)C(=O)c2ccc(C)cc2)[C@@H]2C(=O)N(Cc3ccccc3)C(=O)[C@@H]21
  1.5, 2, 10, 4, -1, 0, -3
- COc1ccccc1N1CCN(S(=O)(=O)c2ccccc2F)CC1
  -0.4, 8, -13, -1, 0, -1, -2
- CCNC(=O)C1(C)CCCN(Cc2noc(-c3c(C)noc3C)n2)C1 (configuration not stated)
  -5.2, 1, 5, -3, -1, 11, 1
- C[C@@H]1CCCCO[C@@H](CN(C)Cc2ccc(C(F)(F)F)cc2)[C@@H](C)CN([C@@H](C)CO)C(=O)c2cc(NC(=O)Nc3ccccc3)ccc2O1
  0.1, ·, 3, ·, ·, ·, -4[16.7 µM]
- CCCCCCCC(=O)NNC(=O)c1c(O)c2ccccc2n(CCC)c1=O
  -2.0, -2, -1, -6, -3, -2, 2
- CCOC(=O)[C@]12CCC=C1N(Cc1ccccc1)C(=O)[C@H](CC(=O)NCCC(C)C)C2
  -0.5, 2, -13, -2, ·, 1, ·
- Cc1nn(CC(=O)OCC(=O)NCCc2ccc(S(N)(=O)=O)cc2)c(C)c1[N+](=O)[O-]
  2.5, -3, -10, -2, 1, 12, 0
- C/C(CC(=O)Nc1ccc2c(c1)OCCO2)=N\NC(=O)COc1ccc(Cl)c(C)c1
  -2.3, 2, 6, -2, -1, 1, -1
- COCCNC(=O)[C@@H]1[C@@H](CO)[C@@H]2Cn3c(ccc(C4=CCCCC4)c3=O)[C@H]1N2Cc1cocn1
  -0.9, -24, -4, 0, 4, 0, -4[16.7 µM]
- N=C(N)SCc1nc2ccccc2c(=O)n1-c1ccccc1
  ·, 5, 13, 10&1, 0&0, -2&-1, ·
- Cc1nc(CNC(=O)c2ccccc2OC2CCN(S(C)(=O)=O)CC2)cs1
  1.5, 0, 13, -2, 8, 0, ·
- O=C(Nc1ccccc1C(=O)O)c1cc(S(=O)(=O)N2CCOCC2)c(Br)s1
  -1.4, 3, -5, -6, 2, -2, ·
- C[C@H](CO)N1C[C@H](C)[C@@H](CN(C)C(=O)Nc2ccc(C(F)(F)F)cc2)Oc2c(NC(=O)c3nc4ccccc4s3)cccc2C1=O
  -2.7, 3, -1, 1, 1, ·, -11[16.7 µM]
- Cc1onc(-c2ccccc2)c1C(=O)NNC(=S)NC(=O)/C=C/c1ccccc1
  1.0, -1, ·, 2, 2, -3, ·
- CN(C)C(=O)c1cccn1-c1ncc(C(F)(F)F)cc1Cl
  -1.4, -3, 1, 0, -10, 5, -3
- COc1ccc(S(=O)(=O)N(C)C[C@H]2Oc3ccc(NC(=O)CCN4CCOCC4)cc3CC(=O)N([C@@H](C)CO)C[C@@H]2C)cc1
  0.7, -2, -5, -1, 5, -4, 7[16.7 µM]
- C[C@H]1CN([C@@H](C)CO)C(=O)CCCn2cc(nn2)CO[C@H]1CN(C)C(=O)Nc1cccc(C(F)(F)F)c1
  -0.1, -2, -3, -1, 2, 5, -5[16.7 µM]
- COc1ccc2c3c([nH]c2c1)[C@@H](CO)N(CC1CC1)CC31CCN(C(=O)Nc2cccc(F)c2)CC1
  0.8, 7, -4, ·, ·, 4, ·
- O=c1[nH]c(CN2CCCCC2)ccc1O
  0.7, 4, 1, 22, 1, 1, ·
- C[C@@H](O)C#Cc1cnc2c(c1)C(=O)N([C@@H](C)CO)C[C@H](C)[C@@H](CN(C)C(=O)CN(C)C)O2
  1.1, 2, -11, -6, 1, 2, -4[16.7 µM]
- O=[N+]([O-])c1ccc(Sc2ccc(F)cc2)nc1
  -1.8, -5, 8, 0, -5, -3, ·
- COCCCNC(=O)CSc1nc2ccccc2c(=O)n1CCCN1CCCCC1
  0.8, -4, 10, 1, 1, 2, -5
- CCOC(=O)C1CCN(C(=O)CCCOc2ccccc2)CC1
  ·, ·, ·, 1, 0, 4, 4
- CCc1c(C)nc2cc(-c3cc(OC)cc(OC)c3)nn2c1N1CCCC1
  -1.4, 3, 2, 0, -1, 4, ·
- COc1ccc2c(c1)c(CC(=O)O)c(C)n2C(=O)c1ccc(Cl)cc1
  -4.4, -2, 17, -3, 0, 5, -4
- O=C(COC(=O)c1ccc(F)cc1F)c1ccc[nH]1
  -1.9, 10, ?, 2, 1, 3, 6
- COc1cc(NC(=O)N[C@@H](CCSC)C(=O)O)cc(OC)c1
  -0.3, -2, -6, 3, 0, -2, ·
- CCN(CC)CCN(C(=O)c1cc(Cl)sc1Cl)c1nc2cc3c(cc2s1)OCO3
  1.9, 3, 5, -15, -3, 11, 1
- Cc1cc(C)nc(NNC2=CC(=[N+]3CCCCC3)CC(C)(C)C2)n1
  -3.7, -4, -6, -2, 0, -6, ·
- CCCNC(=O)C[C@@H]1CC[C@H]2[C@@H](COC[C@H](O)CN2C(=O)Nc2ccc3c(c2)OCO3)O1
  -0.6, 1, 1, 0, 1, 5, 9[16.7 µM]
- CN(c1ccc(OCC(=O)OCC(=O)Nc2ccc(OC(F)F)cc2)cc1)S(=O)(=O)c1cccs1
  -0.3, -2, 7, 2, 1, -4, ·
- COc1ccc(NC(=O)N2C[C@@H](O)COC[C@H]3O[C@H](CC(=O)NCc4ccccc4OC)CC[C@@H]32)cc1
  -0.5, -2, -8, 0, -1, -2, 17[16.7 µM]
- CCCNC(=O)Nc1ccc2c(c1)C(=O)N(C)C[C@@H](OC)[C@H](C)CN(C(=O)C1CCOCC1)[C@H](C)CO2
  0.8, 0, 0, 0, 1, -1, ·
- O=C(C[C@@H]1C[C@@H]2c3cc(NS(=O)(=O)c4ccccc4)ccc3O[C@@H]2[C@@H](CO)O1)NC1CCCC1
  -2.2, -4, -4, 3, 0, 10, 3[16.7 µM]
- CCC(C(=O)NC(C)(C)C)N(Cc1ccco1)C(=O)Cn1nnc(-c2ccc(F)cc2)n1 (configuration not stated)
  0.2, 0, -2, 21, 0, 2, -4
- COCc1nnc(NC(=O)c2ccc(S(=O)(=O)N(C)c3ccccc3)cc2)o1
  3.2, ·, -8, 13, 1, 7, 3
- COCCCN1CN(Cc2ccccc2)CNC1=S
  1.4, -3, 3, 0, -9, 3, ·
- CCC(=O)N(C)C[C@@H]1Oc2cc(-c3ccc(C)cc3)ccc2S(=O)(=O)N([C@H](C)CO)C[C@@H]1C
  -3.4, -5, -12, 0, 1, ·, 1[16.7 µM]
- N#C[C@@H]1[C@H](c2ccc(-c3cncnc3)cc2)[C@H](CO)N1C(=O)C1CC1
  -1.4, 5, 2, 0, -2, 1, ·
- COCCn1c(SCc2nc3ccccc3s2)nc2ccccc21
  -0.3, -2, 0, -3, 1, 1, ·
- CCc1ccc(/C=N/NC(=O)c2nnn(-c3nonc3N)c2C(C)C)cc1
  -2.5, -3, -3, -3, 2, 3, -4
- O=C(CSc1ccc([N+](=O)[O-])cn1)Nc1nccs1
  -2.2, -4, -3, -3, 2, 0, -3
- C[C@H](CO)N1C[C@H](C)[C@H](CN(C)C(=O)NC2CCCCC2)OCCCC[C@H](C)Oc2ccc(NS(C)(=O)=O)cc2C1=O
  1.8, ·, 1, ·, ·, ·, -12[16.7 µM]
- COc1ccc(CC(NC(C)=O)C(=O)NC2CCN(C(=O)c3ccccc3F)CC2)cc1 (configuration not stated)
  -3.2, -3, 14, 0, -2, 4, 2
- COc1ccccc1CNC(=O)C(C)Sc1ccsc1[N+](=O)[O-] (configuration not stated)
  ·, -1, -12, -1, 5, 1, ·
- CO[C@H]1CN(C)C(=O)c2ccc(NC(=O)C3CCOCC3)cc2OC[C@@H](C)NC[C@@H]1C
  0.0, -4, 2, 1, 3, -7, ·
- O=C(O)c1ccc(-c2ccccc2)[nH]c1=O
  2.2, -13, 1, -1, 5, 2, -9
- Cc1ccc(NC(=O)C(=O)NCCN2CCN(S(=O)(=O)c3ccccc3)CC2)cc1C
  1.3, -3, -1, -1, 0, 3, ·
- C[C@@H]1CN([C@H](C)CO)C(=O)c2cccc(NC(=O)Nc3ccc4c(c3)OCO4)c2O[C@@H]1CN(C)S(C)(=O)=O
  -0.5, 8, -11, 1, -2, -2, -2[16.7 µM]
- COCCNC(=S)Nc1cc(OC)c(NC(=O)c2ccco2)cc1OC
  ·, -4, 3, -6, 7, 4, -4
- CCCCCCCCN1[C@@H](CC(=O)OCC)c2cc(C(F)(F)F)ccc2S1(=O)=O
  -0.7, 10, 8, 10, -4, 6, -5
- C=CCN1CCCC1CNC(=O)c1cc2[nH]nnc2cc1OC (configuration not stated)
  -7.9, 1, 12, 3, -5, 4, -5

# Remaining list, next part:
# Each structure is followed by: F508del corr, SIRT5 inh, DENV2 CPE, CASP6 VEID inh, ERAP1 inh, ERp5 block, miR-122 sensor
- O=C(CSc1nnc(C2COc3ccccc3O2)o1)N1CCCC1 (configuration not stated)
  1.6, -2, -4, 10, 8, 4, 6
- Cc1ccc(/C=N\NC(=O)c2ccc(Cn3cc(Br)c([N+](=O)[O-])n3)o2)o1
  0.6, 1, 4, 0, -1, -2, ·
- CCN1CCN(c2cc(C)c3cc(NC(=S)N4CC(C)CC(C)C4)ccc3n2)CC1 (configuration not stated)
  2.1, -2, 2, -43, 3, -9, 3
- O=C(Nc1cccc(S(=O)(=O)N2CCCC2)c1)[C@@H]1O[C@H](CO)[C@H](O)[C@H](O)[C@H]1O
  -1.9, ·, 12, 4, -1, -4, 0
- O=C(c1ccc(CS(=O)(=O)c2ccc(Br)cc2)o1)N1CCN(c2ncccn2)CC1
  1.7, ·, 6, 0, ·, -4, 5
- CNC[C@@H]1Oc2cc(C#Cc3cccnc3)ccc2S(=O)(=O)N([C@@H](C)CO)C[C@@H]1C
  -1.5, 4, ·, 0, 1, -9, 2[16.7 µM]
- O=c1ccn(C2CC(O)C(COC(c3ccccc3)(c3ccccc3)c3ccccc3)O2)c(=O)[nH]1 (configuration not stated)
  1.4, -1, 47*, -1, -2, 4, ·
- Cc1ccc(-n2c(SCC(=O)NC3CCS(=O)(=O)C3)nc3ccccc3c2=O)c(C)c1 (configuration not stated)
  0.1, 0, 38*, 0, 6, -2, 3
- O=C(CNS(=O)(=O)c1ccccc1)N/N=C/c1ccc(O)cc1
  -3.8, 0, 8, 1, 1, 5, ·
- N/C(=N\OC(=O)Cc1ccc(Cl)cc1)c1ccncc1
  -2.0, 4, 3, 3, 1, 2, -2
- CO[C@H]1CN(C)C(=O)c2cc(NC(=O)C3CC3)ccc2OC[C@H](C)N(CC2CC2)C[C@@H]1C
  1.7, -3, 4, 3, 1, -2, ·
- C[C@H]1CN([C@@H](C)CO)C(=O)c2cccc(NC(=O)c3nc4ccccc4s3)c2O[C@@H]1CN(C)C(=O)Nc1ccc2c(c1)OCO2
  -3.5, -4, -5, 0, 2, 5, 1[16.7 µM]
- Cn1c(CNC(=O)c2ccccc2F)nnc1SCc1nc2ccccc2c(=O)[nH]1
  2.4, 0, 2, -3, -1, 1, ·
- COc1ccc(NC(=O)C(=O)NNC(=O)C(C)Oc2ccc(Cl)cc2Cl)cc1 (configuration not stated)
  -2.9, -5, 0, 2, 4, -4, 0
- O=C(CC1CCCC1)NNC(=O)c1ccc(F)cc1
  -0.2, 3, -5, 2, 3, -5, -3

# No enrichment for hits; overall some 4% were active at least once.
